DAX1 inh-1 = inhibitors of DAX1 repression of SF-1 activated StAR promoter; HEK293T StAR-luciferase reporter, SF-1/DAX-1 repression relief; inhibition, % at 6.8 µM; 370,000 tested, 1.1% active; AID 652010;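 active = inhibition above the mean over all tested compounds plus 3 SD, cut at about 3.6% in these data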;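 note: 0% = DAX-1 cells with DMSO and 100% = cells lacking DAX-1 with DMSO; higher inhibition means more luminescence from relief of DAX-1 repression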
SMARCA2 act = SMARCA2 function activation, primary screen. 370,000 tested, 1% active. activation, % at 9.1 µM. AID 652017. MG213 cells, MMTV-luciferase reporter, dexamethasone, overnight; in the data active = activation above about 7.8%;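 note: 0% = vehicle wells and 100% = reference activator wells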
GAA850 FXN act = frataxin GAA850 promoter activation | HEK293 lucGAA850 FXN promoter luciferase reporter, 24 h; percent of 10 µM SAHA response | activation, % at 6 µM | 360,000 tested, 0.56% active | AID 540364;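 active = activation above the average of all compounds screened plus 3 SD, cutoff fixed separately per campaign, cut at about 7.5% in these data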;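 note: 0% = DMSO wells and 100% = 10 µM SAHA wells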
GC-A act = GC-A (human) enzyme activation | activation, % at 10 µM | P16066 | HEK293 GC-A cells, cGMP TR-FRET, EC30 ANP; 0% at EC30 ANP, 100% saturating ANP | 370,000 tested, 0.14% active; in the data active = activation above about 40%
hgDAF12 agonist = hgDAF-12 agonism, primary luciferase screen; HEK293 GAL4-hgDAF12 UAS-luciferase reporter, agonist luminescence; normalized to butyrate control; activation, % at 6.8 µM; 370,000 tested, 1.8% active;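 active = activation above a cutoff set at the mean of all screened compounds plus 3 SD, cut at about 10% in these data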;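 note: 0% = DMSO wells and 100% = sodium butyrate wells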
ADAM10 inh = inhibitors of human ADAM10; AID 720582; inhibition, % at 7 µM; O14672; recombinant ADAM10, EDANS/DABCYL FRET peptide cleavage, 3 h; 370,000 tested, 0.62% active;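 active = inhibition above a per-campaign cutoff equal to the mean of compounds falling between control-based bounds plus 3 SD, cut at about 20% in these data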;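 note: 0% = DMSO wells while the 100% control is not disclosed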
Target sequence (O14672 214-748 limits assumed): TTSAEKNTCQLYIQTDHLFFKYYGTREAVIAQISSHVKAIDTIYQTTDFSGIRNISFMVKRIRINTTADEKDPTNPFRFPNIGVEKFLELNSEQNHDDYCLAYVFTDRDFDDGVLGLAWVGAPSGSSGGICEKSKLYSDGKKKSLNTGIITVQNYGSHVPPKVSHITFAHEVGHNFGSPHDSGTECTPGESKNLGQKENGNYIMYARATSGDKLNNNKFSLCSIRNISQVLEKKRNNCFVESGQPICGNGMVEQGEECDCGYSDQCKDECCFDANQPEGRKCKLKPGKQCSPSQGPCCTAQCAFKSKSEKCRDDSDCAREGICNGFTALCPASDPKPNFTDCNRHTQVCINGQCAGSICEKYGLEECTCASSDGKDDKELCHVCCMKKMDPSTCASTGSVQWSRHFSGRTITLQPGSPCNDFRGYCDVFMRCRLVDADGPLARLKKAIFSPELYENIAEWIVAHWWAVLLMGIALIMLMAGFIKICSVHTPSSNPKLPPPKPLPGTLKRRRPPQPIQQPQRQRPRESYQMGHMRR
DAX1 inh-2 = NR0B1 (DAX1) inhibition | 340,000 tested, 0.99% active | AID 504766 | P51843 | HEK293 Gal4-DAX1 luciferase reporter, luminescence | inhibition, % at 6.75 µM;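 active = inhibition above the mean over all tested compounds plus 3 SD, cut at about 4.2% in these data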;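 note: 0% = DAX1-transfected cells with DMSO and 100% = empty-vector control cells with DMSO; inhibition shows as a rise in luminescence from relieved DAX1 repression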
ssDAF12 agonist = activates DAF-12 receptor from parasite S. stercoralis. activation, % at 6.8 µM. AID 652126. HEK293 ssDAF-12/GRIP1 lit1-tk-luc reporter, luminescence; % of 3 µM dafachronic acid response. 370,000 tested, 1% active;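 active = activation above the mean over all tested compounds plus 3 SD, cut at about 0.9% in these data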;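 note: 0% = DMSO-only wells and 100% = 3 µM delta7-dafachronic acid wells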
hcDAF-12 act = activates DAF-12 receptor from parasite H. contortus; HEK293 hcDAF-12 lit1-tk-luc reporter, luminescence; 0% DMSO, 100% Δ7-dafachronic acid; activation, % at 6.8 µM; 370,000 tested, 1.4% active;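 active = activation above the mean of all tested compounds plus 3 SD, cut at about 5.5% in these data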;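 note: 100% = response to 3 µM Δ7-dafachronic acid high control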
HGIII-sPLA2 inh = Inhibits HGIII-sPLA2 liposome hydrolysis, primary screen; QFRET BODIPY PC-A2 liposome hydrolysis, fluorescence; inhibition, % at 12.2 µM; 370,000 tested, 0.56% active;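 active = inhibition above mean plus 3 SD of compounds lying within the high and low control bounds, cut at about 19% in these data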;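 note: 0% = median of test compound wells and 100% = no enzyme DMSO wells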
Target sequence (Q9NZ20 whole entry, looked up): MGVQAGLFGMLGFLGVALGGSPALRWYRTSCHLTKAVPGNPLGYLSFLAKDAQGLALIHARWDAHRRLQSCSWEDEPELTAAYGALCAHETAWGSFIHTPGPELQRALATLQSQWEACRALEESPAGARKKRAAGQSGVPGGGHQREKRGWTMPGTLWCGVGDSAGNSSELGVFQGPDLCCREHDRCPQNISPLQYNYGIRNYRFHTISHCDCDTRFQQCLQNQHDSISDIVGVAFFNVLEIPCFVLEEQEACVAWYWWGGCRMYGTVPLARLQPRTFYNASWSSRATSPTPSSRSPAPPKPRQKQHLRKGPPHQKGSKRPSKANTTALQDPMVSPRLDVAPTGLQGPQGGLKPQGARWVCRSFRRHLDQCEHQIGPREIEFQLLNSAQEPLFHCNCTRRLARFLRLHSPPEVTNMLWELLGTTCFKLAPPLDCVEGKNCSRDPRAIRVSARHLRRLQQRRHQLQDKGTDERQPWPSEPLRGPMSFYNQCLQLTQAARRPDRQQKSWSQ
GC-B act = GC-B (human) receptor activation; P20594; HEK293-GC-B cells, CNP EC30, cGMP TR-FRET; 0% at EC30 CNP, 100% saturating CNP; activation, % at 10 µM; 370,000 tested, 0.11% active;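 active = activation at 10 µM reaching about 35% in either raw or pattern-adjusted values, limit read from the data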
* hit, by the source's call; . = no result given.

SMILES	DAX1 inh-1	SMARCA2 act	GAA850 FXN act	GC-A act	hgDAF12 agonist	ADAM10 inh	DAX1 inh-2	ssDAF12 agonist	hcDAF-12 act	HGIII-sPLA2 inh	GC-B act
Nc1c(C(=O)NCc2ccccc2)nnn1Cc1ccccc1	0.1	1	-0.7	3	5.9	1	0.2	-0.8	0.4	8	6
Cn1cc(CN(Cc2ccccn2)C[C@@H]2CCC(=O)N2)c(-c2ccccc2F)n1	-0.4	-3	0.3	-2	-4.5	-7	-0.5	-1.0	1.3	5	-2
Cc1cccc(C)c1NC(=O)/C(C#N)=C/c1cccs1	0.2	-6	0.9	1	-1.7	5	0.4	-1.4	-1.5	4	2
CCOC(=O)C1CN(C(C)(C)C)C(=O)C1=O (centres undefined)	0.1	-2	2.0	3	0.0	-6	0.1	-1.5	1.3	1	-7
CCCn1c(SCC(=O)NC2CCCCC2)nnc1-c1ccco1	-0.3	-2	0.6	-4	1.0	3	-1.3	-1.3	-2.4	5	3
CCN(c1ccccc1)S(=O)(=O)c1ccc(Cl)c(NC(=O)CNC(C)c2ccccc2)c1 (centres undefined)	-0.5	-1	-2.4	3	-1.6	-12	0.1	-0.9	-0.7	6	-1
Cc1ccc(C(=O)OCC(=O)c2ccc(Br)cc2)cc1S(=O)(=O)N1CCOCC1	-0.9	-4	0.1	-1	-1.9	-20	-0.7	-1.2	-0.6	12	1
C=CCc1c(C)c(C#N)c2nc3ccccc3n2c1NCCN(C)C	0.6	-4	-0.4	1	0.5	-114	-0.5	-0.6	-0.4	-5	4
COc1ccc(CCNC(=O)C(=O)NCCCN2CCOCC2)cc1	-0.2	-2	0.5	2	1.7	-6	3.6	-1.4	-1.3	0	-3
COC(=O)[C@]12C[C@H](CC(=O)N3CCN(C(=O)C4CC4)CC3)C(=O)N(CCC3=CCCCC3)C1=C[C@H](C1CCCC1)O[C@@H]2C	-0.1	-3	.	-2	-2.5	4	.	-1.4	-2.6	-14	-9
CC(C)(C)C(=O)Nc1ccccc1C(=O)N1CCCC1	-0.1	-4	-1.1	-1	-0.6	5	0.8	-1.1	-1.5	5	-1
Nc1nc(SCC(=O)N2N=C(c3ccc(Cl)cc3)CC2c2ccco2)n[nH]1 (centres undefined)	-0.1	-2	2.6	1	1.3	7	0.1	-1.6	-1.3	-8	-4

Next part; the last 3 above are carried over.
SMILES	DAX1 inh-1	SMARCA2 act	GAA850 FXN act	GC-A act	hgDAF12 agonist	ADAM10 inh	DAX1 inh-2	ssDAF12 agonist	hcDAF-12 act	HGIII-sPLA2 inh	GC-B act
COC(=O)[C@]12C[C@H](CC(=O)N3CCN(C(=O)C4CC4)CC3)C(=O)N(CCC3=CCCCC3)C1=C[C@H](C1CCCC1)O[C@@H]2C	-0.1	-3	.	-2	-2.5	4	.	-1.4	-2.6	-14	-9
CC(C)(C)C(=O)Nc1ccccc1C(=O)N1CCCC1	-0.1	-4	-1.1	-1	-0.6	5	0.8	-1.1	-1.5	5	-1
Nc1nc(SCC(=O)N2N=C(c3ccc(Cl)cc3)CC2c2ccco2)n[nH]1 (centres undefined)	-0.1	-2	2.6	1	1.3	7	0.1	-1.6	-1.3	-8	-4
Cc1ccc(S(=O)(=O)Oc2ccc(/C=N/N=C3/NC(=O)C(CC(=O)O)S3)cc2)cc1[N+](=O)[O-] (centres undefined)	-1.8	0	1.9	0	-0.9	4	0.5	-0.9	1.6	-9	-1
COc1cccc(CC(=O)OCC(=O)NC(C)c2ccc(F)cc2)c1 (centres undefined)	-1.0	-4	-1.0	4	6.3	-8	1.1	-1.7	-0.3	7	1
Cc1cn[nH]c1	-0.5	-3	0.4	6	3.9	-3	0.8	-0.4	-2.0	-4	2
O=C(NCc1ccccc1)Nc1cccn(Cc2cccc(F)c2)c1=O	-0.2	-1	-0.5	1	-1.9	-41	1.2	-1.2	-3.1	-6	-4
C[C@@H]1CN([C@H](C)CO)S(=O)(=O)c2ccc(C#CC3CCCC3)cc2O[C@H]1CN(C)C(=O)Cc1ccccc1	-2.6	0	-3.6	0	-1.2	13	-1.6	-1.8	-0.5	-25	-4
Cn1c(=O)[nH]c(=O)c2c1nc(N1CCCCC1)n2CCSc1nc2ccccc2o1	-1.0	-1	0.7	-3	3.4	2	0.7	-0.3	0.3	3	-2
O=C(CCCCCCCC(=O)NNC(=O)Nc1ccccc1)NNC(=O)Nc1ccccc1	-0.1	-1	0.1	-2	-0.4	-28	1.8	-1.1	-1.9	-3	5
COc1ccc(S(=O)(=O)Nc2ccc(S(=O)(=O)N3CCCCC3)cc2)cc1C	0.2	-1	1.6	6	-0.5	2	0.8	-1.9	0.2	-31	10
C=CC(=O)NC1CCCCN(C(C)C)C1=O (centres undefined)	0.1	-1	.	1	0.0	5	.	-0.7	-1.4	4	5
CCOC(=O)c1c(C)[nH]c(C(=O)OCC(=O)N2CCN(S(=O)(=O)c3ccccc3)CC2)c1C	-0.4	0	0.2	-8	-3.3	-4	0.0	-0.7	0.1	-7	0
Cc1cc(F)ccc1NC(=O)CCc1c(C)nn(-c2ccc(N3CCCCC3)nn2)c1C	-0.4	-6	-3.6	5	-4.5	-3	-0.4	-1.8	-4.1	4	6
CCOC(=O)c1oc2ccccc2c1COC(=O)CNC(=O)c1ccc(C)cc1	0.5	-2	3.5	1	1.3	3	0.9	-0.9	1.5	-17	0
COc1ccc(C2/C(=C(/O)c3ccccc3)C(=O)C(=O)N2c2ccccn2)cc1 (centres undefined)	0.6	10*	1.7	0	9.3	2	2.3	0.6	4.0	-6	-1
Cc1ccc(N2CC(C(=O)Nc3ccc(S(=O)(=O)Nc4nccc(C)n4)cc3)CC2=O)cc1 (centres undefined)	0.7	3	1.7	-4	-1.1	1	2.9	-0.2	-1.8	-5	-3
CN(C(=O)CSc1nncn1-c1ccccc1)C1CCS(=O)(=O)C1 (centres undefined)	1.0	3	1.2	3	2.5	-5	0.1	-0.9	0.1	1	3
Cc1nnc(SCC(=O)N/N=C/c2ccc(-c3ccc(C)c(Cl)c3)o2)s1	0.0	-1	0.6	1	0.7	-23	-0.3	-1.5	-2.1	-5	-7
Clc1cccc2sc(N3CCCCC3)nc12	0.7	1	2.5	-4	4.1	-5	0.3	-0.1	0.8	-2	-2
COc1ccc(S(=O)(=O)N2CCOCC2)cc1NC(=O)c1c(-c2ccccc2)noc1C	-1.4	0	-0.9	2	-0.5	-2	-0.5	-1.6	-1.3	-9	7
CC(C)CC(=O)NC(=S)Nc1ccccn1	0.1	7	0.8	-1	-0.4	7	-1.8	-0.3	-1.8	6	0
COc1ccc(NC(=O)/C=C/c2ccc(Br)o2)cn1	0.7	1	3.8	-2	0.0	-6	1.0	-1.7	0.2	-4	2
O=C(c1cccnc1)N1CCC(Oc2ccc(C(=O)N3CCCC(O)C3)cc2)CC1 (centres undefined)	-0.1	-2	3.5	2	-2.7	-3	0.1	-1.2	-1.6	-1	2
Cc1ccc(C(=O)C(=S)N2CCOCC2)cc1	-0.8	-2	-3.1	0	3.1	-4	-0.9	-1.0	-3.1	3	1
COc1ccc(CNC(=O)c2cc3cc(OC)ccc3oc2=O)cc1	0.0	-1	-0.1	-1	0.1	-64	0.3	-1.6	-1.6	8	0
CC(C)n1c(N2CCN(CC(=O)NCc3cccs3)CC2)nc2ccccc21	-0.7	-2	1.9	-3	-3.4	-1	-1.0	-1.3	-2.3	3	5
CCN(CC)c1ccc(NC(=O)CSc2nc3ccccc3c(=O)n2-c2cc(S(=O)(=O)N(C)C)ccc2C)cc1	-1.1	-1	0.3	-2	-2.0	19	-1.5	-0.9	-3.3	2	8
CCC(C)(C)NC(=O)CN(C(=O)CCC(=O)Nc1nccs1)c1ccc(C)cc1	-0.5	-3	0.5	-2	-1.9	-4	1.6	-2.2	-0.6	-5	3
O=C(CSc1nc2ccccc2c(=O)n1CC1CCCO1)NCC1CCCO1 (centres undefined)	-0.4	-2	0.0	4	-0.9	1	1.6	-0.9	-0.5	6	5
COc1ccc(-n2cc3ccc([N+](=O)[O-])cc3n2)cc1	1.9	1	1.7	2	21*	1	2.4	0.3	6.7*	-11	2
COc1ccc(C(=O)Nn2c(C)nc3ccccc3c2=O)cc1	0.1	0	0.3	2	1.2	4	-1.7	-0.9	0.8	19	5
Cc1ccc(-n2c(C)cc(/C=N\NC(=O)CC(=O)NC(C)C)c2C)cc1	-0.1	-2	3.5	2	0.3	-4	0.8	-1.2	-1.6	-4	7
Cc1cc(C(=O)Nc2ccccc2C(=O)O)ccc1NC(=O)COc1cccc(C)c1C	-0.1	0	0.4	-7	-1.9	-9	-0.7	-0.5	0.1	3	-4
CN1C(=O)C2(OCC(CO)([N+](=O)[O-])CO2)c2ccccc21 (centres undefined)	0.1	3	5.3	4	4.1	1	0.9	-1.0	1.4	-4	0
O=C(O)C1CCN(c2ccc(Cl)nn2)CC1	0.0	-3	3.5	2	-1.3	-7	0.9	-0.5	0.7	-1	6
CCN(CC)CCN1c2ccccc2Sc2ccccc21	-0.3	3	1.3	-17	-1.4	2	0.7	-0.7	-0.8	3	-24
O=C(NCC(F)(F)F)C1C(=O)Nc2ccccc2C(=O)N1C1CCCC1 (centres undefined)	0.6	-3	.	-1	-0.6	-6	.	-1.8	0.7	2	3
CC(=O)Oc1cccc(N2C(=O)C3CC=CCC3C2=O)c1 (centres undefined)	-0.6	-3	-0.5	0	0.2	2	-0.8	-1.2	-1.0	1	-6
COc1cc(C2C(C(=O)/C=C/c3ccccc3)=C(O)C(=O)N2c2ccccn2)ccc1O (centres undefined)	0.2	-2	3.3	-1	-3.6	-8	-0.1	-1.5	-0.1	-4	-2
CC(C)(C)C(=O)N1CCN(c2ccc(Cl)cc2[N+](=O)[O-])CC1	0.0	2	2.9	2	5.3	5	-0.3	-1.8	-1.6	4	2
CCn1c(C)c(C(C)=O)c(N2CCC(C(N)=O)CC2)nc1=S	0.4	-1	1.8	-1	-0.5	18	0.3	-1.6	-2.7	-5	0
Cc1occc1C(=O)N/N=C/C=C/c1ccccc1	3.6	7.9*	5.6	-4	7.5	10	3.8	-0.1	1.2	3	-6
CCn1c(SCC(=O)Nc2ccccc2C(=O)OC)nnc1-c1ccc(N)cc1	-0.1	-2	-0.5	-3	-0.7	1	0.2	-0.9	-1.9	8	-1
Cc1ccc(CSc2nc3c(c(N(C)C)n2)CCCC3)cc1	-0.8	-1	1.9	-3	3.5	3	-0.3	-1.9	-1.6	-5	-2
CCOc1cccc(CN2CCCC(C(=O)c3cccc(C(F)(F)F)c3)C2)c1O (centres undefined)	0.2	1	2.5	5	3.8	4	-1.5	-1.2	-2.4	-7	-2
O=C(c1cnn2c(C(F)F)cc(-c3ccccc3)nc12)N1CCN(Cc2ccc3c(c2)OCO3)CC1	-2.9	0	0.8	10	-1.8	-24	-0.9	-1.3	-1.9	-9	12
COc1ccc(NC(=O)CSCC(=O)NCc2cccc(C(F)(F)F)c2)cc1	0.1	0	-0.1	-3	0.6	3	-0.5	-0.1	-0.1	-8	-2

Not a hit list (roughly 6.6% active in at least one column).
